# Fibroblast inh = blocks proliferation of human lung fibroblasts | LL 47 human lung fibroblast viability, ATP luminescence; hits give low values | viability, % at 10 µM | 85,000 tested, 1.1% active | AID 719;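 active means viability at or below 50% in the single dose screen; inactive means viability above 50%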;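 further: compound exposure lasted 72 h before the ATP readout; 100% = median luminescence of untreated cell-only wells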
#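 Times – overnight cell rest, 72 h compound treatment at 37 °C · Test system – human lung fibroblast line LL 47, low passage · Amount – 1,150 cells in each well · Controls – cell-only wells, no compound · Doses – 0.1% DMSO in all compound wells · Measured by – CellTiter-Glo luminescence · Buffer or medium – IMEM plus 15% FBS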
# CD11b adhes inh = blocks human CD11b/CD18 adhesion to fibrinogen; inhibition, % at 10 µM; AID 1497; 93,000 tested, 0.54% active; K562 CD11b/CD18 adhesion to fibrinogen, ATPlite luminescence; Mn2+ added to activate the integrin; P05107+P11215;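 active means primary inhibition of 50% or more at 10 µM, then 40% or more on retest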; further: some results filed as inactive read as strong as hits
# CYP2C19 inhib = inhibitors of human CYP2C19 | P33261 | CYP2C19 Supersomes, luciferin-H EGE luminescence, 30 min | inhibition, % at 5 µM | 96,000 tested, 21% active | AID 778;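 active means CYP2C19 inhibition above a set limit at 5 µM in the primary screen, cut at about 50% in these data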;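 further: plate controls were negative control wells for no effect and 2.5 mM tranylcypromine positive control for full effect; values of inactives mirror those of a sister screen read the other way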
# Target sequence (P33261 whole entry, looked up): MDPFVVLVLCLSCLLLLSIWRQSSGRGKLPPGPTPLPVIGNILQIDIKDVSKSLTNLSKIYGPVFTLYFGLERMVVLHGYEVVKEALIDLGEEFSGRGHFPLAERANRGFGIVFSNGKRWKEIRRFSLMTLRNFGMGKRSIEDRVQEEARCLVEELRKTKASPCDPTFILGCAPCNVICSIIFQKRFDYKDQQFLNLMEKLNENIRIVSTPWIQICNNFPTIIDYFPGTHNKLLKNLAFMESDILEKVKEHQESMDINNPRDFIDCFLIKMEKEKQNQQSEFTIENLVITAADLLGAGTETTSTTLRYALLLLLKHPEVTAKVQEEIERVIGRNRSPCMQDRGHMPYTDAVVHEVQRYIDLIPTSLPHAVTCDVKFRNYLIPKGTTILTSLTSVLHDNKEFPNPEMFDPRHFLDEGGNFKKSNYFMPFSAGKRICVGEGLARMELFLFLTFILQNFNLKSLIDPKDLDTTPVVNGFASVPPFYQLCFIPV
# ERa coact inh = blocks coactivator binding to human estrogen receptor alpha; P03372; TR-FRET ER-alpha LBD / SRC-1 peptide, estradiol-bound; inhibition, % at 25.6 µM; 86,000 tested, 1.7% active; AID 629; in the data active means inhibition above about 50%;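 further: 0% = receptor plus peptide control and 100% = peptide only without receptor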
# Target sequence (P03372 whole entry, looked up, the tested form may be a part): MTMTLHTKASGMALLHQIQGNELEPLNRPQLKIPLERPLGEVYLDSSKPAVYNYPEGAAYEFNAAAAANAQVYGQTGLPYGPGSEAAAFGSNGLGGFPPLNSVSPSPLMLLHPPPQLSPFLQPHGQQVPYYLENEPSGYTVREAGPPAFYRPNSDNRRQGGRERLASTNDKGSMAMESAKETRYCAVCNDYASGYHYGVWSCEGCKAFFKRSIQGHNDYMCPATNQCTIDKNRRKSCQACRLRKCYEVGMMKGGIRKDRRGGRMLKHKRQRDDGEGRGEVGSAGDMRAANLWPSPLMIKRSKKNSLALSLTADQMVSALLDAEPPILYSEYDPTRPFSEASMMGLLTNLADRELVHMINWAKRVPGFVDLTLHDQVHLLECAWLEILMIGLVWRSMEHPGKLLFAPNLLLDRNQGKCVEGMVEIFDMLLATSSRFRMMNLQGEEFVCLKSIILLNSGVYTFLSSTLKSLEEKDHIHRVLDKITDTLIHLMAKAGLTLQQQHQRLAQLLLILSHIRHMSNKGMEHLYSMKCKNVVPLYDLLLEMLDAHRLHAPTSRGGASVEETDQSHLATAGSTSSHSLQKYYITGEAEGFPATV
# Mac1 fbg enh = enhancers of human CD11b/CD18 binding to fibrinogen | P05107+P11215 | K562 CD11b/CD18 adhesion to fibrinogen, ATPlite luminescence | activation, % at 10 µM | 93,000 tested, 0.07% active | AID 1499;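 active means 10 µM primary screen giving 50% or more activity, confirmed by 40% or more on retest at that dose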; further: strong numbers were not always called active
# CYP2C19 activ = activators of human cytochrome P450 2C19; 96,000 tested, under 10 active; recombinant CYP2C19, luciferin-H EGE luminescence; hits give high values; 0 = fully inhibited enzyme, 1 = untreated enzyme; P33261; activation factor at 5 µM;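 active means activation factor of at least 2 at 5 µM in the primary screen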;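 further: 0 = wells with 2.5 mM tranylcypromine and 1 = vehicle-only wells; values of inactives mirror those of a sister screen read the other way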
# H69AR growth 86K = blocks growth of human H69AR lung tumor cells; H69AR lung tumor viability, ATP luminescence, 72 h; hits give low values; viability, % at 10 µM; 85,000 tested, 6% active; AID 598;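 active means viability at or below 40%; inactive means viability above 40%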;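 further: multidrug resistant small cell line overexpressing MRP-1 efflux transporter; 100% = mean luminescence of untreated control wells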
# ERa SRC1 pot = ER-alpha (human) coactivator binding potentiation | TR-FRET ERalpha-LBD/SRC-Cy5 coactivator binding, 2 h; 100 = basal binding, no effect | coactivator binding (% of control), % at 25.6 µM | 86,000 tested, 1.3% active; in the data active means activity above about 200%;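 further: binding measured in presence of low estradiol as agonist stimulus; 0% = peptide alone without receptor and 100% = receptor with peptide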
# HUVEC prolif 384 = human endothelial cell proliferation inhibition. 86,000 tested, 1.1% active. HUVEC proliferation, CellTiter-Glo luminescence, 72 h; hits give low values. viability, % at 10 µM (by protocol);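 active means viability at or below 30%; inactive means viability above 30%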;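 further: 100% = median luminescence of DMSO-only cell control wells on each plate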
# Starred values were filed as active, the others as inactive; . = not tested or not shown; [ ] = remark or other dose.
Structure,Fibroblast inh,CD11b adhes inh,CYP2C19 inhib,ERa coact inh,Mac1 fbg enh,CYP2C19 activ,H69AR growth 86K,ERa SRC1 pot,HUVEC prolif 384
COc1ccc2c(c1OC)C(=O)c1ccccc1C2=O,.,1,17,.,1,0.8,.,.,.
O=C(CN1C(=O)c2ccccc2S1(=O)=O)N1CCN(c2ccc(F)cc2)CC1,107,-8,-3,-2[fluorescence artefact?],-1,1,94,100,102
Cc1cc(NC(=O)c2ccccc2Oc2ccccc2)no1,88,0,17,3,6,0.8,91,89[fluorescence artefact?],97
O=C1c2ccccc2C(Nc2ccc(S(=O)(=O)N3CCCCCC3)cc2)N1Cc1ccco1 (stereo not drawn),102,14,36,-1,12,0.6,79,99,83
CNc1oc(C)nc1S(=O)(=O)c1ccc(C)cc1,108,.,-13,-6,.,1.1,100,120,109
Cn1c(=O)cc(NCc2ccccc2)[nH]c1=O,101,23,-16,-1,6,1.2,88,98,89
CN(c1cc(=O)n2ccccc2n1)C1CCCCC1,82,-16,50,-6,-3,0.5,89,108,80
Cn1cccc1-c1nc2ccc(NC(=O)c3ccco3)cc2[nH]1,105,-4,22,-19,-6,0.8,71,94[fluorescence artefact?],127
CCNc1nc(NCC)nc(C(=O)OCCO)n1,101,-7,8,5[fluorescence artefact?],4,0.9,96,101[fluorescence artefact?],99
Cc1nc(NCc2ccco2)nc2c1C(=O)CC(C)C2 (stereo not drawn),96,4,3,-5[fluorescence artefact?],-1,1,93,120,102
COc1ccc2oc(C(=O)c3ccccc3)c(N)c2c1,94,.,40,-4,.,0.6,101,91[fluorescence artefact?],94
O=C(NNC(=S)Nc1ccccc1)c1ccncc1,.,5,70*,.,-4,0.3,.,.,.
COCCNC(=O)c1nn2cccnc2c1Cl,99,9,2,-5,-1,1,75,98,96
O=C(Nc1ccc(Cl)cc1F)C1CCN(S(=O)(=O)c2cccnc2)CC1,103,-6,6,-12,-4,0.9,99,105,110
O=C(Nc1ncn[nH]1)c1ccc(Cl)c(S(=O)(=O)N2CCCCCC2)c1,.,-11,1,.,-2,1,.,.,.
N#CC1=C(SCC(=O)Nc2cccc3cccnc23)NC(=O)C(C#N)C12CCCCC2 (stereo not drawn),95,47,78*,66*[fluorescence artefact?],-9,0.2,97,51[fluorescence artefact?],94
CCOc1ccc(NC(=O)CN(c2cccc(C(F)(F)F)c2)S(C)(=O)=O)cc1,101,1,85*,6,0,0.2,64,79[fluorescence artefact?],93
O=S(=O)(c1ccccc1)N1CCC(n2nnc3cc(F)ccc32)CC1,98,-3,46,-1,-2,0.5,73,112[fluorescence artefact?],95
CC(=O)Nc1ccc(CN2CCN(c3cccc(C(F)(F)F)c3)CC2)cc1,90,-11,11,-7,-2,0.9,99,101,84
COc1ccccc1-c1cc(-c2ccc(C)cc2)nc(SCc2nnc(-c3ccccc3)o2)c1C#N,.,-21,14,.,-3,0.9,.,.,.
CCCNC(=O)c1ccc(CNc2c(N3CCC(C(=O)OCC)CC3)c(=O)c2=O)cc1,104,6,11,-8,-1,0.9,83,109,86
Cc1ccc2c(CC(=O)Nc3sccc3C(N)=O)coc2c1,108,-5,30,12,2,0.7,92,92,96
Cc1onc(-c2c(F)cccc2Cl)c1C(=O)NCC1COc2ccccc2O1 (stereo not drawn),92,-9,70*,1,2,0.3,77,135,102
CCCCSc1nc(C)c(C(C)=O)cc1C#N,.,-11,35,.,-5,0.7,.,.,.
COc1ccc(-c2nnc(COc3ccc4ccccc4c3)o2)cc1OC,99,-4,47,-4,86,0.5,76,92,80
COc1ccccc1-c1nnc(NC(=O)C(C)SC2=NCCS2)s1 (stereo not drawn),98,-7,40,3,-3,0.6,52,157[fluorescence artefact?],92
CCC(=O)NC(C)C(c1cccs1)N1CCN(Cc2ccccc2)CC1 (stereo not drawn),96,-4,-4,-2,-2,1,99,119,118
N#CC1=C(N)Oc2cc(O)ccc2C1c1ccncc1 (stereo not drawn),100,-14,84*,-5,2,0.2,85,122,95
Cc1cc(C)nc(N2CCCC(C(=O)NCCC3=CCCCC3)C2)n1 (stereo not drawn),105,0,73*,-5,2,0.3,95,124,104
Cc1ccccc1CN1CCN(Cc2ccccc2C(F)(F)F)CC1,.,3,91*,.,-4,0.1,.,.,.

# 13 of the compounds above, with values under each structure:
# Below each compound – Fibroblast inh | CD11b adhes inh | CYP2C19 inhib | ERa coact inh | Mac1 fbg enh | CYP2C19 activ | H69AR growth 86K | ERa SRC1 pot | HUVEC prolif 384
> CCOc1ccc(NC(=O)CN(c2cccc(C(F)(F)F)c2)S(C)(=O)=O)cc1
 : 101 | 1 | 85* | 6 | 0 | 0.2 | 64 | 79[fluorescence artefact?] | 93
> O=S(=O)(c1ccccc1)N1CCC(n2nnc3cc(F)ccc32)CC1
 : 98 | -3 | 46 | -1 | -2 | 0.5 | 73 | 112[fluorescence artefact?] | 95
> CC(=O)Nc1ccc(CN2CCN(c3cccc(C(F)(F)F)c3)CC2)cc1
 : 90 | -11 | 11 | -7 | -2 | 0.9 | 99 | 101 | 84
> COc1ccccc1-c1cc(-c2ccc(C)cc2)nc(SCc2nnc(-c3ccccc3)o2)c1C#N
 : . | -21 | 14 | . | -3 | 0.9 | . | . | .
> CCCNC(=O)c1ccc(CNc2c(N3CCC(C(=O)OCC)CC3)c(=O)c2=O)cc1
 : 104 | 6 | 11 | -8 | -1 | 0.9 | 83 | 109 | 86
> Cc1ccc2c(CC(=O)Nc3sccc3C(N)=O)coc2c1
 : 108 | -5 | 30 | 12 | 2 | 0.7 | 92 | 92 | 96
> Cc1onc(-c2c(F)cccc2Cl)c1C(=O)NCC1COc2ccccc2O1 (stereo not drawn)
 : 92 | -9 | 70* | 1 | 2 | 0.3 | 77 | 135 | 102
> CCCCSc1nc(C)c(C(C)=O)cc1C#N
 : . | -11 | 35 | . | -5 | 0.7 | . | . | .
> COc1ccc(-c2nnc(COc3ccc4ccccc4c3)o2)cc1OC
 : 99 | -4 | 47 | -4 | 86 | 0.5 | 76 | 92 | 80
> COc1ccccc1-c1nnc(NC(=O)C(C)SC2=NCCS2)s1 (stereo not drawn)
 : 98 | -7 | 40 | 3 | -3 | 0.6 | 52 | 157[fluorescence artefact?] | 92
> CCC(=O)NC(C)C(c1cccs1)N1CCN(Cc2ccccc2)CC1 (stereo not drawn)
 : 96 | -4 | -4 | -2 | -2 | 1 | 99 | 119 | 118
> N#CC1=C(N)Oc2cc(O)ccc2C1c1ccncc1 (stereo not drawn)
 : 100 | -14 | 84* | -5 | 2 | 0.2 | 85 | 122 | 95
> Cc1cc(C)nc(N2CCCC(C(=O)NCCC3=CCCCC3)C2)n1 (stereo not drawn)
 : 105 | 0 | 73* | -5 | 2 | 0.3 | 95 | 124 | 104

# Continued.
Structure,Fibroblast inh,CD11b adhes inh,CYP2C19 inhib,ERa coact inh,Mac1 fbg enh,CYP2C19 activ,H69AR growth 86K,ERa SRC1 pot,HUVEC prolif 384
O=C(Cn1nnc(-c2ccccc2)n1)Nc1ccc2c(c1)OCO2,101,-7,-14,3,-4,1.1,96,99,109
O=c1[nH]c2cc3c(cc2cc1CN(CCc1ccccc1)Cc1nnnn1C1CCCC1)OCCO3,97,12,35,2,0,0.7,36*,123,77
Cc1ccsc1C1C(C(=O)O)c2ccccc2C(=O)N1C (stereo not drawn),.,-4,-5,.,-2,1,.,.,.
O=C1CCCC2=C1C(c1ccco1)Nc1ccc3ccccc3c12 (stereo not drawn),108,4,14,89*[fluorescence artefact?],27,0.9,81,4[fluorescence artefact?],85
COc1cccc(-c2nc(CS(=O)(=O)CC(=O)NCc3ccccc3)c(C)o2)c1,108,14,-3,12[fluorescence artefact?],1,1,93,92,91
CCc1c(C(=O)Nc2nnc(C3CC3)s2)csc1C,102,7,16,-8,-4,0.8,97,133,83
COc1ccc(-n2c(SCC(=O)Nc3nccs3)nc3sc4c(c3c2=O)CCN(C)C4)cc1,97,-29,36,51*,94,0.6,92,182[fluorescence artefact?],98
CCOc1ccc(C2CC(=O)NC3=C2C(=O)CCC3)cc1 (stereo not drawn),99,-5,-6,4[fluorescence artefact?],-4,1.1,97,107,91
CCC(=O)Nc1ccc(C(=O)CSc2nc3ccccc3cc2CC)cc1,.,7,3,.,0,1,.,.,.
COc1ccc(NC(=O)CCCCn2c(=O)[nH]c3ccccc3c2=O)cc1,104,-11,35,2,0,0.6,87,120,57
N#Cc1cn(CC(=O)O)c2ccccc12,89,6,-11,-12,-4,1.1,79,110,84
O=C(O)COc1ccccc1Cc1ccccc1,99,-6,3,-33,-4,1,97,96,87
CCC(C)n1cnc2c(=O)oc3ccccc3c21 (stereo not drawn),92,-3,32,-16,2,0.7,93,110,106
Cc1ccc2nc(-c3cccc(-c4nc5ccc(C)cc5o4)n3)oc2c1,96,.,.,7,.,.,87,248*[fluorescence artefact?],96
Cc1ccc(CCNS(=O)(=O)c2cnc[nH]2)cc1,98,-24,73*,10,0,0.3,101,123[fluorescence artefact?],94
CCCN(CCC)c1nc(Cl)nc(NCc2ccco2)n1,.,-18,6,.,1,0.9,.,.,.
O=C(O)CCNS(=O)(=O)c1ccc(Oc2ccccc2)cc1,100,-22,0,7,-3,1,93,133,94
CCOc1ccccc1N1CCN(Cc2ccc(Br)s2)CC1,.,-7,45,.,0,0.5,.,.,.
CC1CCc2nc(NC(=O)c3cc(C(C)(C)C)nn3C)sc2C1 (stereo not drawn),92,.,.,-10,.,.,83,124,97
CC1CC(C)CN(CCCNC(=O)Cc2c(C(=O)O)[nH]c3ccccc23)C1 (stereo not drawn),100,8,-16,15,-2,1.2,103,115,99
CCCCNC(=O)NS(=O)(=O)c1ccc(NS(=O)(=O)c2ccccc2)cc1,106,-2,-2,-3,1,1,96,110,109
O=C(CCCCCCN1C(=O)c2ccccc2C1=O)NC1CCCCC1,97,.,.,46[fluorescence artefact?],.,.,108,94,104
COc1cc(S(=O)(=O)N2CCOCC2)ccc1NC(=O)CSc1nnc(N)s1,102,4,13,9[fluorescence artefact?],-3,0.9,91,113,99
CCc1c(O)nc(SCC(=O)Nc2ccccc2C)[nH]c1=O,101,-2,-19,-12,0,1.2,93,102,99
CC(C)(C)n1nnnc1C(c1cccc(C(F)(F)F)c1)N1CCOCC1 (stereo not drawn),.,3,9,.,-2,0.9,.,.,.
COc1ccc(C)cc1S(=O)(=O)N1CCC(C(=O)N2CCOCC2)CC1,95,-1,23,-2,1,0.8,107,118,107
Cc1cc(CC(C)C)n(-c2nc3ccccc3c(=O)n2OCc2ccccc2)n1,87,.,2,2,.,1,70,91,91
COc1ccc(N(CC(=O)Nc2ccccc2SC)S(C)(=O)=O)cc1OC,109,-28,14,-3,-6,0.9,90,112,101
CCOc1cc2[nH]c(=O)n(CC3CCC(C(=O)NCCC(C)C)CC3)c(=O)c2cc1OCC (stereo not drawn),96,.,.,2,.,.,58,105,42
COc1cccc(N2C(=O)CC(N3CCc4ccccc43)C2=O)c1 (stereo not drawn),100,-3,83*,-14,0,0.2,86,113,95
COC(=O)c1ccccc1NC(=O)c1ccccc1SC,.,.,.,-6,.,.,93,93[fluorescence artefact?],102
COc1ccc(NC(=O)C2CCCN2S(=O)(=O)c2ccc(F)cc2)cc1 (stereo not drawn),103,-16,64*,6,1,0.4,86,118,97

# Bioassay records as filed in PubChem BioAssay.
